# Screening results from PubChem BioAssay.
# 14-3-3 Bad PPI: disrupts binding of bovine 14-3-3 zeta to phospho-Bad peptide; P63103; TR-FRET 14-3-3zeta/Dy647-pBad peptide displacement, 1 h; inhibition, % at 21.7 µM; hit rate 0.71% among 220,000; AID 781;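 active = inhibition above about 70%, limit read from the data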;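 also: 0% = full 14-3-3 plus peptide FRET controls and 100% = background without 14-3-3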
# Target sequence (P63103 whole entry, looked up): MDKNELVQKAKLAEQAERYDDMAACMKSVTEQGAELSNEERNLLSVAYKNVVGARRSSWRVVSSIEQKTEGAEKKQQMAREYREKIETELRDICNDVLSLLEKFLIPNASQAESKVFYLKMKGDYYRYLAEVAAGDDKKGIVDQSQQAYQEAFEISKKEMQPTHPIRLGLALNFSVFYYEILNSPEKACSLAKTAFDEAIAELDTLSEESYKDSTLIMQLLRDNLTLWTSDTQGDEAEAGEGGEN
# m-calpain inh: inhibitors of pig calpain II; purified calpain II, fluorogenic peptide substrate, 30 min; inhibition, % at 16 µM; hit rate 0.37% among 220,000;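 active = inhibition above about 50%, limit read from the data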
# EP2 modulator: EP2 receptor (human) modulation; P43116; EP2-expressing cells, cAMP HTRF FRET, PGE2 co-stimulation; induction, % at 25 µM; hit rate 0.83% among 260,000;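 active = compounds whose cAMP rise, as percent of the full-agonist control response, exceeds 60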;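 also: rat C6 glioma line stably carrying human EP2 under a CMV promoter; the protocol text gives 20 µM as final concentration; 100% = response of wells given 1 µM PGE2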
# Target sequence (P43116 whole entry, looked up): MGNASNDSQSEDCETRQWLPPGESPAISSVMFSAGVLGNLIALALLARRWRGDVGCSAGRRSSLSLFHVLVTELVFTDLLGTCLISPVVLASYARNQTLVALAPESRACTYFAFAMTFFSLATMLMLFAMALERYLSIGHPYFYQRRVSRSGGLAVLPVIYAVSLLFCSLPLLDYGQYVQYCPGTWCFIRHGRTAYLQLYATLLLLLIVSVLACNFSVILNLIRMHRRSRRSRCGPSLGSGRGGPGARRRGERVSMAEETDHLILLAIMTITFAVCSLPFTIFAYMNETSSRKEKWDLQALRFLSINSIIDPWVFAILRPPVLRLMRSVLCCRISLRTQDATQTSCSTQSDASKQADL
# Hck Nef HTS: human Hck-Nef kinase inhibition; P08631; Recombinant Hck-YEEI plus Nef, Z-Lyte FRET kinase assay; inhibition, % at 20 µM; hit rate 0.68% among 220,000;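 active = Hck-Nef kinase inhibition above about 50%, limit read from the data; inactive = inhibition below that limit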;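 also: 0% = DMSO with Hck plus Nef and 100% = Hck alone without Nef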
# Rad51 HR inh: Rad51 (human) homologous recombination inhibition | Q06609 | hRad51 DNA strand exchange, fluorescence dequenching | inhibition, % at 10 µM | hit rate 0.085% among 200,000 | AID 1385;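 active = inhibition above 40% at the single screening dose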;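 also: 0% = DMSO control wells and 100% = blanks with heterologous ssDNA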
# Target sequence (Q06609 whole entry, looked up): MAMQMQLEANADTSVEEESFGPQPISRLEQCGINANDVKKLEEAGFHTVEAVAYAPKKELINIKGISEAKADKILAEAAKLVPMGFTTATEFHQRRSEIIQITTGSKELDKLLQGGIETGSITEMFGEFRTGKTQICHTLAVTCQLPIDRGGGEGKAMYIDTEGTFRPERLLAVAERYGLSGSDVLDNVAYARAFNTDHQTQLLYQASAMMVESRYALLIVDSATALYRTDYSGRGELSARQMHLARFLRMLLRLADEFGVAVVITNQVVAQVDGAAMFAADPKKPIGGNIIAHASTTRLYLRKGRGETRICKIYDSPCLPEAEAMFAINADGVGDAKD
#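 System: hRad51 filaments on single-stranded DNA; reagent: Fluorescein- and BHQ1-tagged 47-mer duplex; compound dosing: one concentration, 10 µM final; timing: filaments 15 min 37 °C, then compound 30 min; measured by: fluorescein emission 520 nm, excitation 485 nm; benchmarks: per-plate controls and blanks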
# Tb hexokinase: T. brucei hexokinase 1 inhibition; recombinant TbHK1, G6PDH-coupled NADH A340; inhibition, % at 10 µM; hit rate 0.11% among 220,000; AID 1430;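 active = inhibition of 50% or more in the single-dose primary screen; inactive = inhibition below 50%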
# eIF4E 4G PPI: inhibitors of eIF4E and eIF4G interaction in translation initiation; inhibition, % at 21.7 µM; AID 782; TR-FRET eIF4E-eIF4GI(517-606) binding, 2 h; hit rate 0.37% among 220,000;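 active = inhibition above about 30%, limit read from the data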;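 also: 0% = full FRET control wells and 100% = background wells lacking eIF4GI fragment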
# zVAD death inh: L929 zVAD cell death inhibition; L929 zVAD necroptosis rescue, ATP luminescence, 24 h; with zVAD 60 µM; viability rescue, % at 10 µM; hit rate 0.38% among 220,000;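 active = activation, scaled between plate controls, above about 75%, limit read from the data; inactive = activation under that limit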;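 also: 0% = zVAD with DMSO and 100% = DMSO alone without zVAD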
# EP2 antag: inhibitors of human EP2 prostaglandin E2 receptor | inhibition, % at 25 µM | hit rate 0.52% among 260,000 | C6 glioma cells expressing human EP2, cAMP TR-FRET; cells stimulated with saturating PGE2 | AID 1422 | P43116;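 active = percent inhibition above 40 after rounding to a whole number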;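 also: rat C6 glioma host cells with rolipram phosphodiesterase inhibitor present; the protocol text gives 20 µM as final concentration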
# * = called active by the depositor; . = not tested or not shown; [ ] = another dose, or the depositor's remark. Some of the compounds tested; rates above refer to the full screens.
SMILES,14-3-3 Bad PPI,m-calpain inh,EP2 modulator,Hck Nef HTS,Rad51 HR inh,Tb hexokinase,eIF4E 4G PPI,zVAD death inh,EP2 antag
Cn1cnc2cc(NS(=O)(=O)c3ccc(Br)cc3)ccc21,-6.7,10.6,10.7,2.3,3.6,6.5,-1.3[fluorescence artefact?],0.6,11.2
Cc1ccc(COCC(CC(C)C)N2CCN(C(=O)c3cccc(C(F)(F)F)c3)CCC2=O)cc1 (stereo not given),-5.2,3.2,31.6,-3.0,0.6,-2.8,-2.3,0.7,3.4
COc1ccccc1C(=O)N/C(=N/c1nc(C)cc(C)n1)Nc1ccccc1,0.8,-68.2,15.6,-5.3,15.6,-17.8,-1.4,0.5,8.4
Cc1cc(NC(=O)CCc2ccccc2)c([N+](=O)[O-])cc1C,6.5,25.8,24.7,-2.0,-3.8,31.6,-9.4,-0.7,15.3
CCOC(=O)C(C)Sc1ncc(-c2ccccc2)cn1 (stereo not given),-13.2,8.7,-3.3,22.0,-9.6,-4.6,1.5,2.2,11.7
O=C(C1=NN[C@@H]2C(=O)N(c3cccc(F)c3)C(=O)[C@H]12)C(c1ccccc1)c1ccccc1,-5.5,-39.6,19.4,-0.6,-3.9,-11.9,0.1,1.1,18.6
COc1cc(-c2nnc(SCC(=O)Nc3cc(C)on3)n2C)cc(OC)c1O,-17.2,2.4,33.5,0.7,2.4,-1.1,-4.2,0.8,4.5
Cc1cccc2cc(CN(C(=O)c3cccs3)c3ccccc3)c(=O)[nH]c12,-4.0,21.9,8.6,3.7,14.7,-9.2,5.1,-0.6,1.4
O=C(NNC(=S)Nc1ccccc1C(F)(F)F)c1ccc(Br)o1,-15.5,-12.0,11.7,10.4,.,-21.0,1.1,0.9,7.4
CCCN(CCC)S(=O)(=O)c1ccc(C(=O)NCc2ccc3c(c2)OCO3)cc1,5.5,26.2,19.7,1.1,3.5,-4.1,5.3,1.8,11.2
CC(C)CNS(=O)(=O)c1cc(C(=O)OCC(=O)c2ccc3c(c2)OCCO3)c(Cl)cc1Cl,-2.8[fluorescence artefact?],-1.6,-11.2,0.4,2.0,-5.1,3.1,1.8,13.8
O=C(CSc1nc(-c2ccccc2)cc(=O)[nH]1)Nc1ccccn1,-3.8,-4.3,32.3,-1.0,-9.4,0.9,-0.6,-0.4,10.5
Cc1ccc(SCc2cn3cccnc3n2)cc1,2.5,-4.9,19.5,0.0,-12.5,-2.2,0.9,0.5,5.3
CCOc1ccccc1C(=O)Nc1ccccc1O,-3.5,9.4,-7.7,9.5,1.0,-4.1,5.5,0.7,10.6
Cc1ccc(C)c(S(=O)(=O)N2CCC(c3nc4c(nnn4Cc4ccc(F)cc4)c(=O)[nH]3)CC2)c1,2.7,-56.0,6.2,-0.5,1.0,5.5,-1.3,-0.1,5.7
COc1ccc(-c2ccc(=O)[nH]n2)cc1,-17.8[fluorescence artefact?],-13.2,30.3,0.0,0.6,3.7,-5.8[fluorescence artefact?],-0.4,7.8
CN(C)/C=C/C(=O)c1ccc(S(=O)(=O)c2ccccc2)cc1,-10.4,-10.0,-11.6,15.5,9.3,-27.5,-2.3,-0.2,9.8
CCOC(=O)CNC(=O)Cc1ccc(OC)cc1,3.2,-2.0,17.5,1.9,-0.4,-0.5,9.9,-0.1,4.7
CC(=O)c1ccc(Nc2cnn(C34CC5CC(CC(CC(=O)O)(C5)C3)C4)c(=O)c2Cl)cc1,-5.0,14.6,10.5,19.1,-2.2,-21.8,-1.7,3.7,6.2
CCC(C)[C@H](NC(=O)NCc1ccc(OC)c(OC)c1)C(=O)O (stereo not given in full),-5.4,-23.2,32.6,20.9,-6.5,-1.4,-0.5,-0.1,6.2

# An excerpt from above in order of molar mass, smallest number first.
SMILES,14-3-3 Bad PPI,m-calpain inh,EP2 modulator,Hck Nef HTS,Rad51 HR inh,Tb hexokinase,eIF4E 4G PPI,zVAD death inh,EP2 antag
COc1ccc(-c2ccc(=O)[nH]n2)cc1,-17.8[fluorescence artefact?],-13.2,30.3,0.0,0.6,3.7,-5.8[fluorescence artefact?],-0.4,7.8
CCOc1ccccc1C(=O)Nc1ccccc1O,-3.5,9.4,-7.7,9.5,1.0,-4.1,5.5,0.7,10.6
CCC(C)[C@H](NC(=O)NCc1ccc(OC)c(OC)c1)C(=O)O (stereo not given in full),-5.4,-23.2,32.6,20.9,-6.5,-1.4,-0.5,-0.1,6.2

# More records
SMILES,14-3-3 Bad PPI,m-calpain inh,EP2 modulator,Hck Nef HTS,Rad51 HR inh,Tb hexokinase,eIF4E 4G PPI,zVAD death inh,EP2 antag
C[N+]1(CCOS(=O)C23CC4CC(CC(C4)C2)C3)CCOCC1 (stereo not given),11.3[fluorescence artefact?],0.7,4.2,-0.5,-7.9,4.9,-4.7,-0.2,8.0
O=C(CSc1cn(CCNC(=O)c2cccs2)c2ccccc12)NC1CCCC1,0.6,16.8,-6.7,1.8,-0.7,0.4,1.8,-0.7,11.8
CC(=O)c1cccc(NC(=O)C(Sc2ncnc3ccccc23)c2ccccc2)c1 (stereo not given),-15.6,-18.0,-4.4,1.9,-13.4,-16.8,-1.1,1.5,9.1
Cc1cc(C)nc(N2CCC(CNC(=O)CCc3ccccc3)CC2)n1,3.2,-28.7,-10.8,1.5,1.1,2.4,9.8,2.0,20.0
CCN1C(=O)CC(NCc2ccc3c(c2)OCO3)C1=O (stereo not given),-3.1,-18.2,6.2,-1.5,1.7,21.2,0.6,0.5,5.9
CCCCC(=O)OCC(=O)Nc1ccc(C)c(F)c1,-18.6,14.1,35.0,12.9,3.6,3.8,2.8,2.4,5.7
COc1cc(C2C(C(C)=O)=C(O)C(=O)N2c2ccc(C)cc2)ccc1O (stereo not given),-3.6,9.6,26.3,-0.1,-3.9,-23.5,0.8,0.0,10.8
CCOC(=O)c1c(C)nc2c(C#N)cnn2c1C,-2.4,-81.3,23.7,3.8,-0.2,1.6,-7.0,-0.2,22.2
O=C(C[n+]1cn(C(F)F)c2ccccc21)c1ccc(OC(F)F)cc1,-9.1,19.3,-41.0,32.6,1.3,-4.7,-7.7,4.5,31.1
COC(=O)CSc1nnc(C2COc3ccccc3O2)n1-c1ccccc1 (stereo not given),6.4,-3.0,5.7,-0.8,-1.0,-0.9,-1.0,0.7,10.2
COc1ccc(OCc2n[nH]c(=S)o2)cc1,8.8,-35.4,6.0,5.3,-1.7,-1.7,3.0,2.1,12.8
Cc1cccc(N(CC(O)CON=C2c3ccccc3-c3ccccc32)S(C)(=O)=O)c1 (stereo not given),-2.5,37.1,-7.6,-10.6,2.8,-4.3,-2.5,-0.1,13.9
CC(C)C(c1nnnn1CC1CCCO1)N1CCN(Cc2ccc3c(c2)OCO3)CC1 (stereo not given),39.1,5.9,3.0,0.0,11.4,1.8,2.7,-0.3,11.3
Cc1csc(N(C(=O)Cc2ccccc2F)c2ccccc2)n1,2.2[fluorescence artefact?],-2.3,20.0,1.2,-1.6,-9.5,-0.3,0.1,10.3
COc1ccc(-c2cc(C(=O)NCC(C)C)no2)cc1,7.4[fluorescence artefact?],-65.4,-19.9,2.6,-1.2,-1.7,-13.8,-1.3,8.5
O=C(Cc1ccccc1[N+](=O)[O-])Nc1ccccc1C(=O)N1CCOCC1,0.4,12.7,0.6,12.6,.,-6.7,0.7,0.5,4.3
Cc1ccc(-c2nnc(Cc3ccc(Cl)cc3)o2)cc1,3.0,29.8,-12.7,8.2,-2.3,7.4,-1.1,0.9,10.0
CCOc1ccc(-c2c(=O)n(OCc3ccc([N+](=O)[O-])cc3)c3ccccc3[n+]2[O-])cc1,-3.5,9.8,21.6,0.7,-8.4,-9.5,-8.0[fluorescence artefact?],-0.5,13.4
Cc1cc(C)cc(OCC(=O)N2CCCCCC2)c1,-2.7,0.1,-6.8,0.1,-4.6,3.8,0.8,0.0,6.0
Cn1c(OCc2cccnc2)nc2c1c(=O)n(Cc1ccc(F)cc1)c(=O)n2C,-1.0,-9.7,-2.6,13.1,-2.4,-5.5,-9.3,0.0,7.4
Cc1ccc(C(=O)N2CCN(c3cc4c(cc3[N+](=O)[O-])n(C)c(=O)n4C)CC2)cc1,6.6,-4.8,-12.5,2.4,-18.1,-21.9,-2.1,0.2,10.1
Cc1ccc(N2CCN(S(=O)(=O)N(C)C)CC2)cc1C,0.1,29.4,-24.4,21.6,1.9,5.0,3.4,0.3,6.5
O=C(CNC(=S)N(CCCN1CCOCC1)Cc1cccs1)NC1CCCCCCC1,-8.6,-7.4,-1.1,3.4,-1.6,-11.6,5.4,-0.1,13.0
CC1CCC2(CC1)NC(=O)N(CC(=O)Nc1ccc3c(c1)OCCO3)C2=O (stereo not given),-0.4,7.2,-4.2,23.4,8.3,0.3,-3.7,2.9,3.4
CC(=O)c1cnc2c(-c3cccc(Br)c3)cnn2c1C,-18.2,-8.2,4.0,4.0,0.6,26.2,2.1,0.6,6.6

# Part of the list above, with bars between the fields.
canonical_smiles | 14-3-3 Bad PPI | m-calpain inh | EP2 modulator | Hck Nef HTS | Rad51 HR inh | Tb hexokinase | eIF4E 4G PPI | zVAD death inh | EP2 antag
Cc1ccc(N2CCN(S(=O)(=O)N(C)C)CC2)cc1C | 0.1 | 29.4 | -24.4 | 21.6 | 1.9 | 5.0 | 3.4 | 0.3 | 6.5
CC1CCC2(CC1)NC(=O)N(CC(=O)Nc1ccc3c(c1)OCCO3)C2=O (stereo not given) | -0.4 | 7.2 | -4.2 | 23.4 | 8.3 | 0.3 | -3.7 | 2.9 | 3.4
O=C(CNC(=S)N(CCCN1CCOCC1)Cc1cccs1)NC1CCCCCCC1 | -8.6 | -7.4 | -1.1 | 3.4 | -1.6 | -11.6 | 5.4 | -0.1 | 13.0
